hIAP block = blocks human intestinal alkaline phosphatase; P09923; purified IAP, CDP-Star luminescence, 30 min; inhibition, % at 10 µM; actives 0.12% (n = 330,000); AID 2544;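 active = inhibition reaching a set limit with compound at 10 µM in the primary screen, cut at about 35% in these data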;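 note: plate controls were DMSO wells with enzyme for no effect and no-enzyme buffer wells for full effect; values of inactives mirror those of a sister screen read the other way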
APOBEC3A inh = blocks human APOBEC3A ssDNA deamination | actives 0.41% (n = 330,000) | recombinant A3A, FAM/TAMRA ssDNA deamination fluorescence | AID 493011 | inhibition, % at 20 µM;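 active = at least 40% inhibition at 20 µM here, with at most 30% in a related deaminase screen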;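 note: plate controls were A3A with DMSO for no effect and wells lacking A3A enzyme for full effect; some results filed as inactive read as strong as hits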
Target sequence (P31941 whole entry, looked up): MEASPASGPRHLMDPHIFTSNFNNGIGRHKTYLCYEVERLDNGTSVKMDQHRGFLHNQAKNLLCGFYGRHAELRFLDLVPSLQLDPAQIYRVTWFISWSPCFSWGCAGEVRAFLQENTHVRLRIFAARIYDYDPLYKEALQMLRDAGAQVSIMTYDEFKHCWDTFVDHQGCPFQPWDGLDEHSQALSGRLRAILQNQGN
HKDC1 inh = blocks human hexokinase HKDC1 activity; recombinant HKDC1, G6PDH/diaphorase resazurin coupled fluorescence; inhibition, % at 20 µM; actives 0.16% (n = 340,000); AID 493160;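 active = inhibition above about 35% when tested at 20 µM, limit read from the data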;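 note: plate controls were DMSO wells with enzyme for no effect and DMSO wells lacking enzyme for full effect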
Target sequence (Q2TB90 whole entry, looked up): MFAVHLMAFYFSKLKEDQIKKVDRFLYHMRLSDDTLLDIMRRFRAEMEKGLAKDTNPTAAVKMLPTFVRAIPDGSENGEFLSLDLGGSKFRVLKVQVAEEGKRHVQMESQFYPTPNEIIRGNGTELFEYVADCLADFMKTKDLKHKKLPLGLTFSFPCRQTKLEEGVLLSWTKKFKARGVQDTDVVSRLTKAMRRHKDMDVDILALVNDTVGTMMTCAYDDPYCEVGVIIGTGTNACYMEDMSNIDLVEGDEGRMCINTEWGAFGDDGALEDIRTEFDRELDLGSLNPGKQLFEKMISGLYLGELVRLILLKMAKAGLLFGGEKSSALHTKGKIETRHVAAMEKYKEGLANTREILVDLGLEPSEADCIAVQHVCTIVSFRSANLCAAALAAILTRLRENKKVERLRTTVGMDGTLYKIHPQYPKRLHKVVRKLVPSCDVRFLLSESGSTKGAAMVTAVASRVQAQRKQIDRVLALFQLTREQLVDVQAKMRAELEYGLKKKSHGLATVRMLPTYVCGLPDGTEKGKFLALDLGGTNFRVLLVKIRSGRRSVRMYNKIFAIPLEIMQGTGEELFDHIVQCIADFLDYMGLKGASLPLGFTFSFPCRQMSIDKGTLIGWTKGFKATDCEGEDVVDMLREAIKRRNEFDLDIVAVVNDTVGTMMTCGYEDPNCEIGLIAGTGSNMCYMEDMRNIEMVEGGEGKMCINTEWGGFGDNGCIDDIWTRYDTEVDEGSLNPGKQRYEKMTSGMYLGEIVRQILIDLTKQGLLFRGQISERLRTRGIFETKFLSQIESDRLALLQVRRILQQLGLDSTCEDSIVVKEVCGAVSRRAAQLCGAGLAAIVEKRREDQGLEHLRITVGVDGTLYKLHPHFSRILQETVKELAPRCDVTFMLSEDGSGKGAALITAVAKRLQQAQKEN
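test system = in-house recombinant HK5 (HKDC1) enzyme | amount = HKDC1 at 5 µg/mL | control set = DMSO-enzyme wells negative, buffer-substituted wells positive | compound = one dose of 20 µM, 1% DMSO | schedule = reaction time 90 min, room temperature, protected from light | technique = resorufin fluorescence at 613 nm | reagent = glucose with 1 mM ATP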
mIAP inh = mouse IAP inhibition; purified mouse IAP, CDP-Star luminescence, 30 min; inhibition, % at 10 µM; actives 0.2% (n = 330,000); AID 2806;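 active = inhibition of at least 40% at 10 µM in the primary screen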;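 note: plate controls were DMSO with enzyme for no effect and no enzyme wells for full effect; values of inactives mirror those of a sister screen read the other way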
mIAP activ = mouse IAP activation; muIAP, CDP-Star luminescence, 30 min; stronger effect = higher value; 1 = vehicle-only enzyme signal, 0 = enzyme-free wells; activation factor at 10 µM; actives 0.24% (n = 330,000); AID 2805;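 active = activation factor of at least 2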; note: the source names both 10 and 20 µM as test concentration; values of inactives mirror those of a sister screen read the other way
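Assay system: mouse IAP enzyme / Compound: DMSO-dissolved test compounds / Timing: 30 min, room temperature / Measured by: luminescence from enzymatic CDP-Star hydrolysis / Control set: DMSO-only wells, enzyme-free buffer wells as negative control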
PfGluPho inh = PfG6PD (Plasmodium falciparum) enzyme inhibition; AID 504690; PfGluPho enzyme, NADPH resazurin-diaphorase fluorescence; inhibition, % at 20 µM; actives 0.78% (n = 350,000);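 active = inhibition reaching at least a set limit at 20 µM in the primary screen, cut at about 59% in these data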;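 note: 0% = DMSO wells with substrate and 100% = DMSO wells lacking glucose-6-phosphate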
hIAP activ = increases human intestinal alkaline phosphatase activity; P09923; purified human IAP, CDP-Star luminescence, 30 min; stronger effect = higher value; 1 = vehicle-only enzyme, 0 = enzyme-free background; activation factor at 10 µM; actives 0.16% (n = 330,000); AID 2524;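 active = activation factor of the enzyme at least 2-fold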; note: the source names both 10 and 20 µM as test concentration; values of inactives mirror those of a sister screen read the other way
ATG4B inhibitor = inhibitors of human ATG4B cysteine protease; inhibition, % at 8.33 µM; ATG4B cleavage of LC3-PLA2, NBD-HPC fluorescence, 1 h; actives 0.51% (n = 340,000); in the data active = inhibition above about 40%
Numbers without * were called inactive; . = not tested or not shown.

SMILES	hIAP block	APOBEC3A inh	HKDC1 inh	mIAP inh	mIAP activ	PfGluPho inh	hIAP activ	ATG4B inhibitor
O=C(O)CCC(=O)NNC(=O)c1ccc(Br)cc1	3	-2	-9	7	0.93	-22	0.97	13
CCC(=O)Nc1nonc1-c1nc2ccccc2n1CCC(C)C	-44	1	-1	8	0.92	-7	1.4	-5
Cc1cccc(C(=O)NCC(=O)NC(C)c2ccc(-n3ccnc3)cc2)c1 (stereo not given)	8	0	3	1	0.99	2	0.92	-9
O=C1c2ccccc2C(=O)N1Cc1nc(-c2ccccc2)no1	-11	-11	-11	-12	1.1	-5	1.1	1
OC(CCN1CCCCC1)(c1ccccc1)C1C[C@@H]2C=C[C@H]1C2 (stereo not given in full)	-2	-1	-1	-3	1	2	1	-6
COc1ccc(S(=O)(=O)N2CCOC2CNC(=O)C(=O)NCc2ccc(F)cc2)cc1OC (stereo not given)	-15	3	3	-1	1	-9	1.2	-1
CC1(c2ccccc2)CC(C)(C)N(C(N)=O)c2ccccc21 (stereo not given)	-11	-8	-4	1	0.99	14	1.1	-3
COC(=O)[C@@]1(Cc2ccccc2)[C@H]2C(=O)N(C)C(=O)[C@H]2[C@H]2CN=C(SCc3ccc(C)cc3)N21	.	-1	0	-2	1	12	.	-11
Cc1cc(Cl)c(OCCOCCN2CCCCC2)c(Br)c1	5	-1	-12	2	0.98	-14	0.95	-2
CC1CCN(C(=O)CN2C(=O)NC3(CCC(C)CC3)C2=O)CC1 (stereo not given)	-2	-3	-3	1	0.99	-2	1	-6
O=C(NC1CCCc2ccccc21)c1ccccc1Cl (stereo not given)	-3	2	-12	-2	1	13	1	7
O=C(CN1CCCC1)Nc1ccccc1Sc1ccccc1	2	1	-3	-14	1.1	-2	0.98	4
CCCCC(O)(c1ccc(CC)cc1)C(CN1CCOCC1)c1ccccc1 (stereo not given)	4	-2	3	6	0.94	23	0.96	-6
CCOC(=O)C1CCN(CC(=O)Nc2cc(C)nn2-c2nc3ccccc3s2)CC1	-5	0	-1	-8	1.1	5	1	0
CC(C)C(NS(=O)(=O)c1ccccc1F)C(=O)N1CCc2ccccc2C1 (stereo not given)	-6	-2	-4	2	0.98	13	1.1	-6
CCCCCCn1c(C(C)O)nc2ccccc21 (stereo not given)	12	-3	3	-3	1	3	0.88	-14
CCCOC1(NC(=O)c2ccccc2)C(C)=CC(=O)C=C1C	-21	1	20	-1	1	52	1.2	-1
O=C(O)c1cccc(NC(=S)NC(NC(=O)c2ccco2)C(Cl)(Cl)Cl)c1 (stereo not given)	4	-1	3	-4	1	-4	0.96	2
Nc1n[nH]c2cc(=O)n(-c3cccc(C(F)(F)F)c3)nc12	0	-1	-9	10	0.91	0	1	-18
O=C(CSCc1ccc(Cl)cc1)N/N=C/c1ccc(OCC(=O)Nc2ccccc2)cc1	-1	1	3	-11	1.1	-22	1	-17
CSc1ncccc1C(=O)Nc1nc2ccc(Oc3ccccc3)cc2s1	-2	-2	-2	12	0.88	-1	1	-10
CC(C)(O)C#Cc1ccc(CN2CCN(CCc3ccccc3)C(CCO)C2)s1 (stereo not given)	-15	-3	-1	3	0.97	-4	1.2	-10
Cc1ccc(S(=O)(=O)N2CCCCC2)cc1C(=O)OCC(=O)N1c2ccccc2NC(=O)C1(C)C	-2	0	2	12	0.88	16	1	-8
COCC1CCCCN1C(=O)c1ccc2oc(CCc3ccccc3)nc2c1 (stereo not given)	-18	-4	-12	-6	1.1	-23	1.2	18
CCOC(=O)c1c(N)sc(C(=O)OCCOC)c1C	9	3	-6	6	0.94	51	0.91	8
C(=C\c1ccccc1)/CSc1nnc(-c2ccccc2)n1Cc1ccco1	-1	-2	-2	1	0.99	5	1	67*
CCOc1ccccc1NC(=O)c1oc2ccccc2c1NC(=O)C1CCCO1 (stereo not given)	10	5	-6	8	0.92	-4	0.9	-4
COc1cc2c(cc1OC)C(C)N(C(=O)C(NC(=O)c1ccccc1)C(C)C)CC2 (stereo not given)	-3	-1	-1	4	0.95	0	1	3
C=Cn1cc[n+](CC(=O)c2ccc(Br)cc2)c1	0	-4	-6	0	1	-3	1	-1
COCCn1c(C)cc(C(=O)COC(=O)CCc2ccc(S(=O)(=O)N3CCOCC3)cc2)c1C	-9	0	6	10	0.9	-19	1.1	-1
CC1(C(=O)NCC2CC2)C=CC2(CCCCC2)N1C(=O)c1ccccc1 (stereo not given)	3	-1	-5	-10	1.1	-4	0.97	-8
CCCc1cc(=O)oc2c(C)c(OC(C)C(=O)NCCN3CCOCC3)ccc12 (stereo not given)	13	-4	3	10	0.91	0	0.87	-11
CCOc1c(CNc2nnnn2C)cccc1OC	-4	6	-1	-4	1	-13	1	-15
CCOC(=O)c1ccc(NS(=O)(=O)c2ccc3c(c2)oc(=O)n3C)cc1	0	0	6	-5	1	-21	1	5
Cc1cc(NC(=S)N(CCCN2CCN(C)CC2)Cc2ccco2)ccc1Cl	-12	-4	-5	-17	1.2	2	1.1	-8
O=C(NCCN1CCOCC1)c1cc2ccccc2oc1=O	4	-3	-6	0	1	-7	0.96	8
COc1cccc(C(=O)NCCNC(=O)c2ccco2)c1	-2	-1	-7	6	0.94	-14	1	-5
CC(=O)Nc1ccccc1C(=O)C(=O)O	2	2	-4	0	1	-2	0.98	1
O=S(=O)(Nc1ncccn1)c1ccc(NC(=S)Nc2ccccc2Cl)cc1	-3	-2	-3	0	1	5	1	-1
O=C(O)C12CC3CC(C1)CC(n1ncc(NCc4ccco4)c(Cl)c1=O)(C3)C2	1	5	0	2	0.97	2	0.99	-11

Reformatted field by field: 4 of the compounds above
Compound: C(=C\c1ccccc1)/CSc1nnc(-c2ccccc2)n1Cc1ccco1
  hIAP block = -1
  APOBEC3A inh = -2
  HKDC1 inh = -2
  mIAP inh = 1
  mIAP activ = 0.99
  PfGluPho inh = 5
  hIAP activ = 1
  ATG4B inhibitor = 67*

Compound: CCOc1ccccc1NC(=O)c1oc2ccccc2c1NC(=O)C1CCCO1 (stereo not given)
  hIAP block = 10
  APOBEC3A inh = 5
  HKDC1 inh = -6
  mIAP inh = 8
  mIAP activ = 0.92
  PfGluPho inh = -4
  hIAP activ = 0.9
  ATG4B inhibitor = -4

Compound: COc1cc2c(cc1OC)C(C)N(C(=O)C(NC(=O)c1ccccc1)C(C)C)CC2 (stereo not given)
  hIAP block = -3
  APOBEC3A inh = -1
  HKDC1 inh = -1
  mIAP inh = 4
  mIAP activ = 0.95
  PfGluPho inh = 0
  hIAP activ = 1
  ATG4B inhibitor = 3

Compound: C=Cn1cc[n+](CC(=O)c2ccc(Br)cc2)c1
  hIAP block = 0
  APOBEC3A inh = -4
  HKDC1 inh = -6
  mIAP inh = 0
  mIAP activ = 1
  PfGluPho inh = -3
  hIAP activ = 1
  ATG4B inhibitor = -1

Next compounds:
SMILES	hIAP block	APOBEC3A inh	HKDC1 inh	mIAP inh	mIAP activ	PfGluPho inh	hIAP activ	ATG4B inhibitor
O=C(NCCN1CCOCC1)c1ccc(CS(=O)(=O)c2c(Cl)cccc2Cl)o1	-6	-4	-2	15	0.85	6	1.1	-2
O=C(CN1CCN(S(=O)(=O)c2ccc(F)cc2)CC1)NC1CC1	9	-2	-4	4	0.96	6	0.91	-4
Cc1ccc(-c2nnnn2CS(=O)(=O)c2ccccc2)cc1	-5	4	2	-3	1	-1	1.1	-6
COc1cc(CCC(=O)Nc2nnc(C)s2)cc(OC)c1OC	-14	0	-5	-10	1.1	-1	1.1	-14
COc1cc(C(=O)OCC(=O)Nc2nnc(-c3ccccc3)o2)cc(OC)c1OC	-15	-1	1	-1	1	-14	1.1	-5
CC(C)C(=O)NCCc1nc(-c2ccccc2Cl)no1	-19	1	0	2	0.98	-3	1.2	10
CCOC(=O)c1nnc(-c2cccs2)nc1Oc1ccccc1C(=O)OC	9	-3	4	4	0.96	43	0.91	-8
Cc1noc(C)c1NC(=O)Nc1ccc2c(c1)C(=O)N([C@H](C)CO)C[C@H](C)[C@@H](CN(C)C(=O)NC(C)C)O2	-10	-1	-3	-16	1.2	8	1.1	-9
COC(=O)c1ccc(NC2(C#N)C(=O)Nc3ccccc32)cc1 (stereo not given)	7	3	-1	8	0.92	6	0.93	-12
CCOCCCNC(=O)CN1C(=O)CSc2cc(S(=O)(=O)N3CCCCCC3)ccc21	-9	-3	-6	-7	1.1	-4	1.1	0
NS(=O)(=O)c1c(Sc2ccccc2C(=O)O)ccc2ccccc12	8	-1	0	6	0.94	-2	0.92	-3
CCN1C(=O)C(=O)N(CC(=O)N2CCC(C)Sc3ccccc32)C1=O (stereo not given)	-25	-4	-2	-10	1.1	-8	1.2	-7
CC(C)(C)N1C(=O)[C@H]2[C@@H](c3ccc(Br)cc3)N3C(=O)N(c4cccc(Cl)c4)C(=O)[C@@]3(C)[C@H]2C1=O	2	2	2	8	0.92	17	0.97	-14
CCN(CC)CCNC(=O)C(=O)Nc1ccc2c(c1)N(S(=O)(=O)c1cccs1)CCC2	14	1	2	6	0.94	27	0.86	-4
CCn1nc(NS(=O)(=O)c2ccc([N+](=O)[O-])cc2)c2cc3cc(C)ccc3nc21	8	-5	2	14	0.86	-17	0.92	7
Cc1ccc2c(c1)c1c3n2CCCN(Cc2ccccc2)C3CCC1 (stereo not given)	14	0	-1	9	0.91	7	0.86	5
CCCCN(CC)C(=O)c1ccc(Cl)cc1	3	-1	2	-1	1	0	0.97	-6
COC(=O)N/N=C/c1cc(C)n(-c2cccc3ccccc23)c1C	1	-2	-6	4	0.96	4	0.99	9
O=C1CCC(C(=O)OCc2ccccc2)N1 (stereo not given)	-7	18	-9	-4	1	8	1.1	-5
COC(=O)c1ccc(S(N)(=O)=O)o1	5	-4	-8	-2	1	-10	0.95	7
COc1cc2nc(C3CCC3)n(N)c(=O)c2cc1OC	9	-3	4	2	0.98	-7	0.91	6
c1ccc2[nH]c(CCCCc3nc4ccccc4[nH]3)nc2c1	-43	1	3	-6	1.1	-4	1.4	-9
COc1ccccc1C(N)=S	-2	-1	-5	7	0.93	-10	1	1
COc1cccc(NC(=O)CSc2nccn(-c3ccc4c(c3)OCCO4)c2=O)c1	-8	-1	2	11	0.89	3	1.1	-5
Cc1ccccc1CN1CCN(CC(=O)NCc2ccccn2)C1=O	2	-4	-1	-8	1.1	-4	0.98	-9
CCOc1ccc2nc(SCC(=O)Nc3nonc3C)[nH]c2c1	-45	4	-2	25	0.75	1	1.4	5
C=CCNC(=O)CN(c1ccc(F)cc1)S(=O)(=O)c1ccc(OC)cc1	-2	-1	-6	8	0.92	-3	1	9
O=C1C2C3C=CC(C4CC34)C2C(=O)N1c1cc(Cl)ccn1 (stereo not given)	-4	1	-1	-4	1	-9	1	5
COc1ccc(-c2c[n+]3c(n2-c2c(C)n(C)n(-c4ccccc4)c2=O)CCCCC3)cc1	4	1	2	-2	1	-20	0.96	9
COc1ccccc1NC(=O)CN1CCCCCC1	7	3	-7	1	0.99	6	0.93	-2
CC(C)(C)n1nc2c(c1NC(=O)COc1ccc(Cl)cc1)CS(=O)(=O)C2	-8	4	-2	5	0.95	0	1.1	-4
COc1ccc2c(c1)OC(c1ccccc1)(C(F)(F)F)NC2=O (stereo not given)	-3	-2	-12	0	0.99	14	1	-11
Nn1c(SCc2ccccc2)nc2ccccc21	3	1	-1	-2	1	8	0.97	5
COc1cc(OC)cc(C(=O)NC(=S)NNC(=O)[C@H]2C[C@@H]2c2ccccc2)c1	-25	-2	-30	11	0.89	-6	1.3	-5
CN1CCC(N(C)S(=O)(=O)c2ccc(NC(=O)COc3ccc([N+](=O)[O-])cc3)cc2)CC1	-2	50*	1	4	0.96	4	1	-8
COc1cc(CN2CC(=O)N(c3ccc(C)cc3)C2=S)cc(OC)c1OC	3	1	-12	10	0.9	28	0.97	-9

High-throughput results (PubChem BioAssay)
